Abeta rescue = A-beta toxicity reversal in yeast; 0.063% of 410,000 active; Potency, µM (top dose mostly 46.1 µM), for inactives: at the highest dose growth rescue, most hits filed as activators; yeast expressing A-beta42, growth rescue, OD600, 48 h; response scale: 0% DMSO, 100% iron-clioquinol control; further: potency means the concentration at half of the fitted maximal effect; nearly all actives have a fitted effect of over 55% in size
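Yeast growth medium received pinned compounds, then yeast cells expressing toxic A-beta were added; plates incubated at 30 C for 48 hr. Growth read as absorbance at 600 nm, normalized to DMSO and equimolar FeCl3 plus clioquinol controls.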
GLP1R inv ag = GLP-1 receptor (human) inverse agonism | Potency, µM (top dose mostly 38.3 µM), for the others: top-dose activity change, negative = inhibition, usual class: inhibitors | AID 624417 | P43220 | 1.6% of 410,000 active | HEK293 GLP-1R CRE-luciferase, luminescence, 24 h; GLP-1R form is constitutively active; further: potency means the concentration at half of the fitted maximal effect; on the % scale 0 is the no-effect control and ±100 the full control effect; nearly all actives have a fitted effect of over 55% in size
Target sequence (P43220 whole entry, looked up): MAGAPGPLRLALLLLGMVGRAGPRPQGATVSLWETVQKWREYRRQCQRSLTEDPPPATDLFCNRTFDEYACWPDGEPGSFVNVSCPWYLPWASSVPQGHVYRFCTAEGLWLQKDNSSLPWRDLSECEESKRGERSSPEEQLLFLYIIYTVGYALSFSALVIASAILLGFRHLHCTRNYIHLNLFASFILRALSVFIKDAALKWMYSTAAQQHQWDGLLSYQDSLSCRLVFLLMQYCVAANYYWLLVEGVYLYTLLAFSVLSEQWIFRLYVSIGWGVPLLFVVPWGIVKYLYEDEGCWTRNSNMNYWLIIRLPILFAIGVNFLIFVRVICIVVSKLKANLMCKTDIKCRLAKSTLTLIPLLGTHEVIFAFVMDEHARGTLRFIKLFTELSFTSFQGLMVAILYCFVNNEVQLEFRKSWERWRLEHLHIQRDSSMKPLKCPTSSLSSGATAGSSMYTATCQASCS
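Using stably transfected HEK293 (constitutively active GLP-1R, cAMP-luciferase reporter), compounds were incubated 24 hr and luciferase measured by luminescence.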
MmCpn inh = inhibitors of Methanococcus maripaludis chaperonin (MmCpn); purified Mm-Cpn ATPase, ADP Transcreener TR-FRET; Potency, µM (doses to about 76.9 µM), for the others: top-dose activity, negative = inhibition, actives largely listed as inhibitors; 0.031% of 330,000 active; AID 504842; further: potency means the concentration at half of the fitted maximal effect; on the % scale 0 is the no-effect control and ±100 the full control effect; nearly all actives have a fitted effect of over 80% in size
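25 nM Mm-CPN + cpd, 10 min 37°C; + 10 uM ATP, 30 min 37°C; buffer 30 mM Tris pH 7.4, 100 mM KCl, 5 mM MgCl2, 1 mM DTT; Transcreener ADP HTRF detection 30 min RT.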
pAkt inh = blocks phosphorylation of Akt; 0.32% of 360,000 active; activity change, % for hits at 50 µM; Neuro2A IGF-stimulated pAkt S473 HTRF, 20 min; hits give low values; in the data active means activity change below about -80%; inconclusive means mostly about -51% to -80%; further: on the % scale 0 is the no-effect control and ±100 the full control effect
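Neuro2A cells in DMEM with 0.5% FBS, overnight at 37 deg C, given compound at single 50 µM final, then IGF (6 nM final) for 20 min at 37 deg C. Lysed; phospho-Akt Ser473 by HTRF after 24 h, 665/615 ratio.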
FUS suppressor = rescues growth of FUS-expressing yeast. 0.24% of 390,000 active. S. cerevisiae FUS-expressing, growth rescue, OD600, 24 h. Potency, µM (series often up to 76.6 µM), for inactives: at the highest dose growth rescue (activation), actives largely listed as activators;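 further: potency means the concentration at half of the fitted maximal effect; plate controls were DMSO vehicle for no effect and reference control for full effect; nearly all actives have a fitted effect of over 55% in size; some results filed as inactive show a strong effect at the top dose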
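Galactose (2%) drives FUS expression in yeast precultured in raffinose; seeding density OD 0.005. Test compounds incubated 24hr at 30C and 99% humidity before absorbance at 600 nm was measured.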
GLP1R cytotox = cytotoxic in the GLP-1 receptor inverse agonist counter-screen | Potency, µM (highest dose often 38.3 µM), for the others: top-dose activity change, negative = inhibition, actives largely listed as inhibitors | HEK293 cAMP-luciferase reporter cells, luminescence, 24 h | 0.13% of 410,000 active;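 further: loss of luciferase light is scored as toxicity; potency means the concentration at half of the fitted maximal effect; on the % scale 0 is the no-effect control and ±100 the full control effect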
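MLSMR compounds, 24 hr on cells at 37 deg C/5% CO2; luminescence after luciferase reagent (12 min RT). Inhibition counted as the undesired cytotoxic outcome.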
PTHR1 agonist = activates the human parathyroid hormone receptor PTHR1 | Q03431 | HEK293 GP2 PTHR1 cells, GloSensor cAMP luminescence, 1 h | Potency, µM (titrated, usually from 115 µM), for inactives: at the highest dose activation, actives largely listed as activators | 0.075% of 410,000 active | AID 743266; further: potency means the concentration at half of the fitted maximal effect; nearly all actives have a fitted effect of over 55% in size; some results filed as inactive show a strong effect at the top dose; inactives centre near -15; many of its hits are not listed in these tables
Target sequence (Q03431 whole entry, looked up): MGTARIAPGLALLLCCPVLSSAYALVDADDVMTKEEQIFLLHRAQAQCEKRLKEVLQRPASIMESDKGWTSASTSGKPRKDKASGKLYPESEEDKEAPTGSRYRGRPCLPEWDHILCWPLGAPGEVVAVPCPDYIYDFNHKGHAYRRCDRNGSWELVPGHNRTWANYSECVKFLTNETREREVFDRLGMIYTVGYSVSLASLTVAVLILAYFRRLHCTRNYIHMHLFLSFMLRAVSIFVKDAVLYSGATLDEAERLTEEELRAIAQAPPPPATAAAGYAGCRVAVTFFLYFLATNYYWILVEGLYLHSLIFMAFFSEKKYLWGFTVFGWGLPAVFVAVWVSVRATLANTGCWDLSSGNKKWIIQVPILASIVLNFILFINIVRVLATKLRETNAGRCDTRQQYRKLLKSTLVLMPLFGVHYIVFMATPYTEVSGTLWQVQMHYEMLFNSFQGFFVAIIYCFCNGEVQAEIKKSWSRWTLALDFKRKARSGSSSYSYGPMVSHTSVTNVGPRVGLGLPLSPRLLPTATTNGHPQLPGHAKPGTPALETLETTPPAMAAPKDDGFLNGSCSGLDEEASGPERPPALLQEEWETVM
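HEK-293-derived GP2 cells expressing PTHR1 and a GloSensor cAMP reporter, 3,000/well, plated overnight, given luciferin plus IBMX (each 0.5 mM as added) for 1 h at 37 °C, then compound for 1 h at 37 °C. Luminescence was read after 15 min at room temperature.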
TDP43 rescue = inhibitors of TDP-43 toxicity in yeast; TDP-43 expressing yeast growth rescue, BacTiter-Glo, 24 h; Potency, µM (titrated, usually from 46.1 µM), without a hit: top-dose growth rescue (activation), most hits filed as activators; 1.8% of 410,000 active; further: potency means the concentration at half of the fitted maximal effect; % of control where 0% means no effect; nearly all actives have a fitted effect of over 50% in size
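Luminescence from BacTiter-Glo reports growth of TDP-43-expressing yeast after 24 hr at 30 deg C with compound. Cells were raffinose-pregrown to mid-log, then seeded in galactose medium at OD600=0.02.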
aSyn rescue = rescues yeast growth from alpha-synuclein toxicity; Yeast expressing alpha-synuclein, growth rescue, BacTiter-Glo, 24 h; Potency, µM (series often up to 46.1 µM), for the others: top-dose growth rescue (activation), actives largely listed as activators; 0.14% of 370,000 active; AID 652106; further: potency means the concentration at half of the fitted maximal effect; % of control where 0% means no effect; nearly all actives have a fitted effect of over 65% in size
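Screening used galactose-induced yeast with toxic alpha-synuclein levels, exposed to compound for 24 hr at 30 deg C. Cell growth, read with BacTiter-Glo luminescence, gave the measured signal.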
Numbers without * were called inactive; i = inactive; ? = inconclusive; . = no result given; [ ] = remark or other dose. Unless noted, the call rests on the fitted dose curve; in most records, active means well fitted curve in the direction sought with a large enough effect; inconclusive means small, poorly fitted or top-dose-only effect, or another doubt; inactive means no such curve, though single readings can be large; an effect the other way counts as inactive or inconclusive. A portion of the library; rates above refer to the full screens.

SMILES	Abeta rescue	GLP1R inv ag	MmCpn inh	pAkt inh	FUS suppressor	GLP1R cytotox	PTHR1 agonist	TDP43 rescue	aSyn rescue
Cc1ccc(C)c(N2CCN(C(=O)CCc3nc(-c4ccccc4Cl)no3)CC2)c1	8%	?	-5%	i	38%	-9%	i	?	2%
CC1CCN(S(=O)(=O)c2ccc3nc(NCc4ccc(N(C)C)cc4)ccc3c2)CC1	4%	?	.	.	4%	-11%	-14%	27%[9.22 µM]	.
CCOc1ccc2nc(SCC(=O)N3CCN(C(=O)c4ccco4)CC3)sc2c1	-7%	?	-2%	i	2%	58%[activator]	-14%	9%	7%
CCCCS(=O)(=O)c1oc(-c2ccc(F)cc2)nc1S(=O)(=O)c1ccccc1	-42%[inhibitor]	?	.	.	16%	?	-36%[inhibitor]	14µM*	.
CCC(C)[C@H](NC(=O)N1CCn2c1nc1ccccc12)C(=O)NCc1ccc(OC)cc1 (stereo partly specified)	19%	?	-2%	i	25%	-14%	-3%	-7%	4%
O=c1[nH]cnc2c1nnn2Cc1ccccc1	-1%	13%	1%	i	17%	7%	i	1%	2%
Cc1sc2nc(SCC(=O)NCc3cccs3)[nH]c(=O)c2c1C	3%	15%	2%	i	25%	-11%	-8%[57.5 µM]	18%	-2%
O=C(NCCO)/C(=C/c1cccc([N+](=O)[O-])c1)NC(=O)c1ccco1	9%	4%[7.66 µM]	1%	i	2%	9%[7.66 µM]	i	20%[9.22 µM]	1%
COC(=O)C1=CN(CCCN2CCCC2=O)C=C(C(=O)OC)C1c1cccs1	3%	0%	0%	i	-2%	28%	i	?	4%
NC(CSCc1cccc(Br)c1)C(=O)O (stereo unspecified)	-3%	-15%	0%	i	-19%	6%	i	4%	-1%
CC[C@]12c3[nH]c4cc(CCC(=O)N(C)C)ccc4c3CCN1C(=O)[C@@H](CC(=O)NCc1ccco1)C[C@@H]2C(=O)N1CCN(C(=O)C2CC2)CC1	-2%	-2%	0%	i	9%	7%	27%	0%	-2%
Nc1nc(SCC(=O)NCCCN2CCOCC2)nc2sc3c(c12)CCC3	-3%	13%	2%	i	-3%	-1%	-9%[57.5 µM]	-25%	-2%
Clc1ccc(C[n+]2csc3ccccc32)cc1	4%	?	1%	i	.	-21%	i	25µM*	-11%
CN(Cc1ccncc1)C(=O)[C@@H]1CCCN1C(=O)[C@@H]1CCCN1	-6%	-1%	.	i	-13%	-5%	-10%	12%	2%
O=C(CN1CCCc2ccccc21)N/N=C/c1ccc(F)cc1F	0%	?	-1%	i	5%	1%	i	-13%	-1%
O=c1c(N2CCOCC2)nsnc1N1CCOCC1	-1%	0%	-1%	i	-11%	-14%	26%[57.5 µM]	-8%	-10%
Cc1ccc(S(=O)(=O)c2c(C(=O)c3ccccc3)cnc3cc4c(cc23)OCCO4)cc1	17%	?	?	i	8%	-16%	i	?	10%
Cc1ccc(C(NC(=O)C2CCN(CCOc3ccccc3)CC2)c2ccccn2)cc1 (stereo unspecified)	-7%	?	.	i	-15%	3%	i	13%	7%
Cc1ccc(NC(=O)c2nn(C34CC5CC(CC(C5)C3)C4)cc2[N+](=O)[O-])cc1	-16%	?	2%	i	35%	2%	?	3%	10%
CCOC(=O)c1ccc(S(=O)(=O)N2CCN(CCc3ccncc3)CC2)cc1	-6%	17%	-3%	i	-25%	13%	-44%[inhibitor]	10%	2%
NC(=O)c1ccc(NC(=O)COC(=O)c2n[nH]c3ccccc23)cc1	-15%	19%	-11%	i	1%	6%	-18%	1%	-9%
CC1(C)Cc2cccc(OCC(=O)N3CCN(S(=O)(=O)c4ccc(F)cc4)CC3)c2O1	15%	3%	1%	i	39%	2%	-5%[57.5 µM]	15%	5%
COc1ccc(/C=N/NC(=O)CO/N=C(\C)c2cccs2)cc1	-8%	-5%	2%	i	22%	8%	2%[57.5 µM]	4%	3%
CN(NC(=O)c1c(Cl)cccc1Cl)c1cccc(Cl)n1	12%	-16%	2%	i	-12%	3%	i	?	1%
Cc1ccc(S(=O)(=O)c2cc3c(=O)n4cccc(C)c4nc3n(CC3CCCO3)c2=N)cc1C (stereo unspecified)	8%	6%	2%	i	9%	3%	-1%	-15%	0%
COc1ccc(CN(C(=O)c2ccco2)c2ccc(Br)cc2)cc1OC	9%	?	2%	i	38%	11%	i	1%	13%
Cc1ccc(C(=O)C(C)OC(=O)CN2C(=O)NC3(CCCC3)C2=O)cc1C (stereo unspecified)	8%	1%	-2%	i	28%	4%	-47%[inhibitor]	5%	9%
c1ccc2c(c1)CCc1c-2nc2ccccc2c1N1CCOCC1	-8%	6%	-2%	i	19%	16%	-64%[inhibitor]	-5%	2%
OCCN1CCN(CCOc2cccc(Cl)c2)CC1	22%	?	-1%	i	2%	-16%	-2%	-12%	4%
COC(=O)CN1C2=NCCCN2c2ccccc21	-4%	2%	-1%	i	-4%	1%	i	1%	6%
COc1ccc(NC(=O)Cc2cccc3ccccc23)cc1	10%	2%	0%	i	2%	-13%	i	15%	5%
Nc1ccccc1SCC1CSc2nc3ccccc3c(=O)n21 (stereo unspecified)	-8%	-12%	-1%	i	-32%	10%	-19%	19%	-9%
Nc1nc(SCc2ccc([N+](=O)[O-])cc2)nc2nc3c(cc12)CCCC3	3%	22%	0%	i	.	-1%	-5%	8%	1%
O=S(=O)(NCC1CCN(Cc2ccccc2)CC1)c1ccccc1C(F)(F)F	-6%	?	1%	i	-4%	-11%	i	0%	1%
COc1ccc(/C=N/NC(=S)Nc2cccc(C(=O)O)c2)cc1OC	-8%	-20%	-2%	i	.	22%	i	5%	-1%
COc1ccc(/C=C2\Oc3ccccc3C2=O)cc1	3%	?	-14%	i	11%	-17%	-6%	23%	2%
Cn1c2c(c(=O)n(C)c1=O)C(c1ccc(O)cc1)Nc1ccccc1O2 (stereo unspecified)	-1%	1%	-1%	i	22%	4%	i	9%	1%
Cc1nc(NC(=S)NC(=O)c2ccco2)sc1C(=O)N(C)C	1%	-18%	1%	i	0%	3%	-3%	-7%	-6%
CC(C)(C)C(O)C(Cc1ccccc1Cl)n1cncn1 (stereo unspecified)	-46%[inhibitor]	-9%	-2%	i	12%	-14%	-9%	35µM*	14%
CN1CCN(C(=O)/C(C#N)=C/c2ccc(OC(F)F)cc2)CC1	-14%	5%	1%	i	19%	0%	i	-14%	-1%
CCOC(=O)c1c(N)n[nH]c1-c1ccc(OC)cc1	10%	0%	0%	i	9%	-8%	i	-7%	-15%
COc1cc(NC(=O)CSc2nnc(NC(C)C)s2)cc(OC)c1OC	16%	-15%	1%	i	10%	-3%	-5%	-18%[0.397 µM]	-1%
O=C(c1nc2ccccn2c1CN1CCCC(OCc2ccccc2)C1)N1CCCC1 (stereo unspecified)	7%	15%	3%	i	18%	2%	-8%	-3%	-1%
O=C(NCc1ccccc1)c1cccc(NS(=O)(=O)c2cccc3cccnc23)c1	18%	5%	-1%	i	26%	-4%	i	11%	-3%
O=C(Nc1ccccc1Cl)c1ccc2nccnc2c1	-7%	-7%	-3%	i	2%	-14%	-43%[inhibitor]	7%	0%
CCOC(=O)CN1N=C(c2ccc(Cl)cc2)CCC1=O	-11%	0%	1%	i	22%	5%	-7%	13%	-1%
Oc1ccccc1/C=N/N1CCCCC1	-5%	11%	-1%	i	-16%	2%	-17%	-8%	0%
Cc1cc(C)cc(C(=O)NCC(=O)OCC(=O)Nc2cccnc2Cl)c1	-5%	-18%	1%	i	10%	10%	-29%	8%	-8%

Exported with two lines to a compound: entries from further up
Sequence of screens: Abeta rescue | GLP1R inv ag | MmCpn inh | pAkt inh | FUS suppressor | GLP1R cytotox | PTHR1 agonist | TDP43 rescue | aSyn rescue
- CCOC(=O)c1c(N)n[nH]c1-c1ccc(OC)cc1
 : 10% | 0% | 0% | i | 9% | -8% | i | -7% | -15%
- CC(C)(C)C(O)C(Cc1ccccc1Cl)n1cncn1 (stereo unspecified)
 : -46%[inhibitor] | -9% | -2% | i | 12% | -14% | -9% | 35µM* | 14%
- Cn1c2c(c(=O)n(C)c1=O)C(c1ccc(O)cc1)Nc1ccccc1O2 (stereo unspecified)
 : -1% | 1% | -1% | i | 22% | 4% | i | 9% | 1%

Further results.
SMILES	Abeta rescue	GLP1R inv ag	MmCpn inh	pAkt inh	FUS suppressor	GLP1R cytotox	PTHR1 agonist	TDP43 rescue	aSyn rescue
CN(c1ccccc1)S(=O)(=O)c1ccc(Cl)c(C(=O)NCC(c2ccco2)N2CCCC2)c1 (stereo unspecified)	4%	?	0%	i	.	13%	-34%[inhibitor]	10%	6%
CCC(C(=O)NCc1ccc(C)o1)n1nc(C)c2c(C)n(-c3ccccc3)nc2c1=O (stereo unspecified)	4%	16%	0%	i	4%	6%	-6%	-10%	7%
O=C(CS(=O)CC(=O)N(c1cccc(F)c1)C(C(=O)NC1CCCCC1)c1ccco1)Nc1ccc(F)cc1 (stereo unspecified)	2%	?	-19%	i	1%	-21%	-13%	6%	4%
COc1ccc(C(CNC(=O)C2CC2)N(C)C)cc1 (stereo unspecified)	-6%	1%	0%	i	13%	0%	i	-2%	-7%
O=C(NCc1ccc(F)cc1F)[C@@H]1CCCN1C(=O)[C@@H]1CCCN1	-16%	10%	.	i	-8%	0%	-13%	-3%	-2%
CCOc1ccc2nc(C)cc(C(=O)O)c2c1	-7%	-2%	-1%	i	-19%	4%	i	-9%	0%
C=CCOc1ccc(CN(C)CC(O)COc2cccc3ccccc23)cc1 (stereo unspecified)	-36%	?	-3%	i	36%	?	11%	-38%[inhibitor]	-6%

High-throughput results deposited in PubChem BioAssay by National Center for Advancing Translational Sciences (NCATS).
